High-throughput results: PubChem BioAssay, National Center for Advancing Translational Sciences (NCATS)
PGK inhibitor – qHTS Assay to Find Inhibitors of Phosphoglycerate Kinase. Phosphoglycerate kinase, glycosomal (Trypanosoma brucei brucei), P07378. PGK/GAPDH coupled, Kinase-Glo luminescence, 60 min. Potency, µM (titrated, usually from 57.5 µM), for inactives: at the top dose activity change, negative = inhibition, most hits filed as inhibitors. 0.043% of 380,000 active. AID 602233, 2012; note: nearly all actives have a fitted effect of over 60% in size
Target sequence (P07378 whole entry, looked up): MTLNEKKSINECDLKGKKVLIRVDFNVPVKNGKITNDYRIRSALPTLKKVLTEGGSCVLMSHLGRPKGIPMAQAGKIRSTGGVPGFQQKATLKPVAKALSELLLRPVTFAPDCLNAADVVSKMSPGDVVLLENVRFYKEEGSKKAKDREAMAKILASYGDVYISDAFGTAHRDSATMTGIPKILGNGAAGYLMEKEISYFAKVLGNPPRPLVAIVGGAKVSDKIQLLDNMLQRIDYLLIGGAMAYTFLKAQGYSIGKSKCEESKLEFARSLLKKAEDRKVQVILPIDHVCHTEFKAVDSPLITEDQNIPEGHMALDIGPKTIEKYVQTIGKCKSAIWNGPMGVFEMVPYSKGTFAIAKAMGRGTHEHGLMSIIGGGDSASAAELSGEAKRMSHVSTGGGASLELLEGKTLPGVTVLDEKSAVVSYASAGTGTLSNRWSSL
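Luminescent ATP detection (Kinase-Glo Plus) follows a 60-minute room-temperature incubation, with wells lacking PGK as controls. Buffer: 100 mM TEA (pH 7.6), 5 mM MgCl2, 0.01% Tween-20. Coupling enzyme GAPDH (100 nM final) supplies unstable 1,3-BPG in-well.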
GLS inhibitor – qHTS for Inhibitors of Glutaminase (GLS); Glutaminase kidney isoform, mitochondrial (Homo sapiens), O94925; GLS enzymatic activity, qHTS titration; Potency, µM (highest dose often 45.5 µM), inactives show top-dose activity change, negative = inhibition, usual class: inhibitors; 0.21% of 410,000 active; AID 624170, 2012
Target sequence (O94925 whole entry, looked up, canonical isoform): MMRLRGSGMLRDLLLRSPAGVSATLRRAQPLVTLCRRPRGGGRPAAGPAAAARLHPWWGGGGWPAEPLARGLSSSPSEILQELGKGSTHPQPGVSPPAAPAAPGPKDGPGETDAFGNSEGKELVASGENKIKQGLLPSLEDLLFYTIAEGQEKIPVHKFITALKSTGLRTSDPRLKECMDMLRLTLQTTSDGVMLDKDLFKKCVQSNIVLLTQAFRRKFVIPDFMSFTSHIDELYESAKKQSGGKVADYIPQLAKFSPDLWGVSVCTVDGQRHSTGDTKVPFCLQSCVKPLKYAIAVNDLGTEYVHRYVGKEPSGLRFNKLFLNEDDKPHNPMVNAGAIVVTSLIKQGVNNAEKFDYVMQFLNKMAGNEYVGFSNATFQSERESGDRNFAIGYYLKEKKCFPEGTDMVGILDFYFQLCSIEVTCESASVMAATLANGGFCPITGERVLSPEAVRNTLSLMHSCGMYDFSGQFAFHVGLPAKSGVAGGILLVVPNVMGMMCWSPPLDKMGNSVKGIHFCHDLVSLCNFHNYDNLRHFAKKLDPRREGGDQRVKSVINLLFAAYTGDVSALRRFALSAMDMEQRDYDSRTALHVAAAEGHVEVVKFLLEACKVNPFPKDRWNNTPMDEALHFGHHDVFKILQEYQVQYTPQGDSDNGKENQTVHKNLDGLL
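hKGA; 45 mM KH2PO4 pH 8.2 + 0.02% Tween-20; cpd via pin tool; 1 mM Gln soln; GluOx/HRP/Amplex Red; RT 30 min; fluor. t0 & final.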
Starred values were filed as active, the others as inactive; i = inactive. Calls come from the whole dose curve; as a rule, active = well fitted curve in the direction sought with a large enough effect; inconclusive = small, poorly fitted or top-dose-only effect, or another doubt; inactive = no such curve, though single readings can be large; an effect the other way counts as inactive or inconclusive. % is set by controls: 0 for no effect and ±100 for the full control effect; potency is the fitted concentration of half-maximal effect.

Second line of a record: PGK inhibitor | GLS inhibitor
- O=C(COc1ccc(S(=O)(=O)N2CCCC2)cc1[N+](=O)[O-])N1CCCCC1
    -6% | -6%
- CC1(C)CC(=O)C=C(c2n[nH]nc2C2=CCCCC2)C1
    0% | 2%
- CCC1NC(=O)c2cccnc2-n2c1nc1ccc(OC)cc1c2=O (configuration not stated)
    i | -6%
- Cc1ccc(S(=O)(=O)N(C)C[C@H]2Oc3ncc(-c4ccccc4)cc3C(=O)N([C@@H](C)CO)C[C@@H]2C)cc1
    4% | -1%
- COc1ccc(CCN2CC(C(=O)NCc3cnn(C)c3)CCC2=O)cc1 (configuration not stated)
    -5% | -9%
- CCCCCCc1nc2nc(Cl)c(Cl)nc2[nH]1
    i | 1%
- Cc1ccc(NC(=O)COC(=O)c2cccc(S(=O)(=O)N3CCCCCC3)c2)cc1
    i | 2%
- Cc1ccc(N(CC(=O)NC(C)(C)C)C(=O)CCC(=O)Nc2ccccn2)cc1
    -6% | -9%
- Cc1csc(SCC(=O)Nc2ccc(C)c(S(=O)(=O)N(C)C)c2)n1
    -3% | 1%
- COc1ccc(-c2ccc(CN3C(C(C)C)C(=O)N(Cc4cn(CCC5OCCCO5)nn4)CCS3(=O)=O)cc2)cn1 (configuration not stated)
    i | -29%
- COc1ccc(Cl)cc1NC(=O)CSc1nc2[nH]ncc2c(=O)[nH]1
    -4% | 20%
- CCOc1ccc(C(=O)CCC(=O)NN2CCCCC2)cc1
    i | 15%
- C[C@H]1CN([C@@H](C)CO)C(=O)CCCn2nncc2CO[C@@H]1CN(C)C(=O)c1ccccc1
    -6% | -5%
- C[C@H]1CN([C@@H](C)CO)C(=O)c2cc(/C=C/c3ccccc3)cnc2O[C@H]1CN(C)C(=O)c1cccc(F)c1
    -4% | 1%
- COc1ccccc1CNS(=O)(=O)c1c(C)cc(C)cc1C
    -9% | 1%
- CCC/C=C/c1ccc(CN2C(C(C)C)C(=O)N(Cc3cn(Cc4ccco4)nn3)CCS2(=O)=O)cc1 (configuration not stated)
    -1% | -5%
- COc1cc2[nH]c(=O)c(C(=O)NCc3ccc(C)cc3)c(O)c2cc1OC
    i | -4%
- CC(=O)Nc1ccccc1NC(=O)c1ccc2c(c1)OCO2
    -3% | -2%
- Cc1cccc(C)c1NC(=O)c1cc(S(=O)(=O)N2CCC3(CC2)OCCO3)ccc1F
    i | -17%
- C[C@H](CO)N1C[C@H](C)[C@@H](CN(C)C)OCc2cnnn2CCCC1=O
    -1% | 1%
- COc1ccc(-c2cnc(C(N)=O)c(=O)[nH]2)cc1
    5% | 0%
- CN(C)S(=O)(=O)N1CCC(Oc2ccc(C(=O)N3CCCCCC3)cc2)CC1
    -1% | 9%
- COc1ccc(NS(=O)(=O)c2ccc(C)c(C(=O)NCc3ccccc3CN3CCCC3)c2)cc1
    -3% | 21%
- O=C(COC(=O)CCc1c[nH]c2ccccc12)Nc1cccc(Cl)c1
    -9% | 13%
- CC(=O)NC(=Cc1ccccc1)C(=O)N1CCCC1C(=O)O (configuration not stated)
    4% | 0%
- COc1ccc2nc3n(c(=O)c2c1)-c1ncccc1C(=O)NC3Cc1ccccc1 (configuration not stated)
    i | 2%
- Cc1ccccc1S(=O)Cc1ccc(C(=O)N2CCN(C3CCCCC3)CC2)o1 (configuration not stated)
    4% | 7%
- C[C@@H]1CN([C@H](C)CO)C(=O)CCCn2nncc2CO[C@H]1CN(C)C(=O)NC1CCCCC1
    -8% | -3%
- Cc1ccc(OCC(=O)Nc2cccc(S(=O)(=O)N3CCCC3)c2)cc1C
    -8% | 3%
- CCOC(=O)CCCCCC(=O)Nc1ccc2c(c1)C(=O)N([C@@H](C)CO)C[C@H](C)[C@H](CN(C)C(=O)NC(C)C)OCCCC[C@H](C)O2
    -5% | 1%
- CCc1ccc([C@@H]2C[C@H]3[C@@H](CN2S(=O)(=O)c2ccc(C)cc2)C(=O)C[C@@H](c2cccc(Cl)c2)N3S(=O)(=O)c2ccc(C)cc2)cc1
    -3% | 0%
- COc1ccccc1C#CC1=CC(=O)C[C@H](c2ccc(F)cc2)C1
    0% | -1%
- CCN1C(=O)[C@H]2[C@@H](c3ccc(OC)cc3)N[C@]3(CCCN(Cc4ccc(F)cc4)C3=O)[C@H]2C1=O
    -2% | -2%
- COc1ccc(C)cc1NC(=O)NC1CC(=O)N(c2ccc3c(c2)OCCO3)C1 (configuration not stated)
    1% | 10%
- Cc1ccc([C@H]2C[C@H](n3cc(-c4ccc(F)cc4)nn3)[C@@H](O)CN2CC2CCCCC2)cc1
    -6% | 1%
- C[C@H](CO)N1C[C@H](C)[C@@H](CN(C)C(=O)c2cc(-c3ccccc3)on2)OCc2cn(nn2)CCCC1=O
    -6% | 5%
- Cc1cc(C)cc(C(=O)NCC(=O)OCC(=O)N2CCCC2)c1
    i | 6%
- CCCCCCn1c(=O)n2n(c1=O)C[C@]1(OC(=O)NC3CCCC3)CN(S(=O)(=O)c3ccc(C)cc3)C[C@]1(O)C2
    0% | -2%
- O=C(Nc1cccc(C(=O)O)c1)/C(=C\c1ccccc1)NC(=O)c1ccco1
    -9% | 3%
- Cc1ccccc1/C(=N\S(=O)(=O)c1ccc(Br)cc1)Nc1ccccc1
    -5% | -9%
- OC(c1ccccc1)C(NCc1ccccc1)c1ccccc1 (configuration not stated)
    -9% | -3%
- COc1ccc(NC(=O)c2ccccc2SCc2ccccc2)cc1
    -10% | -5%
- CCOc1ccccc1NC(=O)C1C(c2ccccc2)C1(Cl)Cl (configuration not stated)
    -6% | -10%
- O=S1(=O)CCN(C2CC2)CC1
    -1% | -3%
- CCCCC1CCC(C(=O)N(CCC(C)C)c2c(N)n(CCCC)c(=O)[nH]c2=O)CC1 (configuration not stated)
    -1% | 11%

Some of the entries so far, with each value named:
Cc1ccccc1/C(=N\S(=O)(=O)c1ccc(Br)cc1)Nc1ccccc1
- PGK inhibitor: -5%
- GLS inhibitor: -9%

CCc1ccc([C@@H]2C[C@H]3[C@@H](CN2S(=O)(=O)c2ccc(C)cc2)C(=O)C[C@@H](c2cccc(Cl)c2)N3S(=O)(=O)c2ccc(C)cc2)cc1
- PGK inhibitor: -3%
- GLS inhibitor: 0%

CCN1C(=O)[C@H]2[C@@H](c3ccc(OC)cc3)N[C@]3(CCCN(Cc4ccc(F)cc4)C3=O)[C@H]2C1=O
- PGK inhibitor: -2%
- GLS inhibitor: -2%

COc1ccc(C)cc1NC(=O)NC1CC(=O)N(c2ccc3c(c2)OCCO3)C1 (configuration not stated)
- PGK inhibitor: 1%
- GLS inhibitor: 10%

Further results follow:
Second line of a record: PGK inhibitor | GLS inhibitor
- C[C@H](CO)N1C[C@H](C)[C@H](CN(C)C(=O)c2ccccn2)Oc2ncc(Br)cc2C1=O
    7% | 1%
- C[C@@H]1CN([C@@H](C)CO)C(=O)c2c(c3ccccc3n2C)-c2ccccc2CO[C@H]1CN(C)C(=O)[C@H](Cc1ccccc1)N(C)C
    i | 2%
- CNC(=O)C[C@@H]1C(=O)N(c2ccc(Br)cc2)CC1(C)C
    -3% | -5%
- Cc1ccccc1-c1ccc2c(c1)O[C@@H](CN(C)C(=O)Nc1ccc(C(F)(F)F)cc1)[C@H](C)CN([C@@H](C)CO)S2(=O)=O
    i | 1%
- O=C(CCNC(=O)N1CC(=O)Nc2ccccc21)NCCc1ccc(Cl)cc1
    1% | 2%
- CC(C)CN(C(=O)COC(=O)c1cccs1)c1c(N)n(Cc2ccccc2)c(=O)[nH]c1=O
    5% | -3%
- CC1=C(C(=O)N2CCOCC2)CC(CC(=O)NCCCCc2ccccc2)C(=O)N1Cc1ccc(F)cc1 (configuration not stated)
    6% | 1%
- COc1ccc(C(CNC(=O)c2ccc(-c3ccccc3Cl)o2)N2CCCC2)cc1 (configuration not stated)
    -6% | 15%
- O=S(=O)(Cc1ccccc1)C(c1ccccc1)S(=O)(=O)Cc1ccccc1
    i | 3%
- CCN(CC)S(=O)(=O)c1ccc(N2CCOCC2)c(NS(=O)(=O)c2ccc(Cl)s2)c1
    i | 23%
- COc1cc2nc3n(c(=O)c2cc1OC)-c1cc2ccccc2cc1C(=O)NC3CC(C)C (configuration not stated)
    -6% | 1%
- Cc1ccc(C(=O)OCC(=O)NC2CCCC(C)C2C)s1 (configuration not stated)
    -12% | -1%
- C[C@@H]1CN([C@@H](C)CO)S(=O)(=O)c2ccc(Br)cc2O[C@H]1CN(C)C(=O)C1CCOCC1
    7% | 14%
- C[C@@H]1CN([C@H](C)CO)C(=O)c2cc(Br)cnc2O[C@H]1CN(C)C
    -10% | 0%
- COc1ccc(CNC(=O)c2ccccc2NC(=O)C2=C(C)OCCS2)cc1
    -10% | 0%

Other compounds
Structure | PGK inhibitor | GLS inhibitor
C[C@H](CO)N1C[C@H](C)[C@@H](CN(C)S(=O)(=O)c2cccc(C#N)c2)OCc2cn(nn2)CCCC1=O | -3% | -8%
CSC1=NN(c2ccccc2)CN(c2ccccc2)N1C | -1% | 25%
O=S(=O)(Nc1ccccc1Br)c1cccc2cccnc12 | -10% | -12%
C[C@@H]1CN([C@H](C)CO)C(=O)CCCn2nncc2CO[C@@H]1CN(C)C(=O)c1ccccc1 | 5% | 5%
C[C@H](O)[C@@H]1CN2CCc3c([nH]c4ccc(-c5ccc6c(c5)OCO6)cc34)[C@@H]2C[C@@H]1N(C)C(=O)Nc1cc(Cl)cc(Cl)c1 | i | -6%
CCC1NC(=O)c2cccnc2-n2c1nc1cc(C)cc(C)c1c2=O (configuration not stated) | -7% | 0%
COc1cc(-c2ccc3cc(OC)c(OC)c(OC)c3c2)cc(OC)c1OC | i | 3%
CCOc1ccc(C(=O)N[C@H](C(=O)NC2CCCCC2)C(C)C)cc1 | 2% | 1%
O=S1(=O)C[C@@H](N2CCC(Cc3ccccc3)CC2)[C@H](COCc2ccccc2)N1 | -1% | 3%
COc1ccc(NC(=S)Nc2ccc(S(=O)(=O)N3CCCCC3)cc2)cc1 | -6% | 1%
O=C(NCCN1CCOCC1)C1CCN(S(=O)(=O)c2ccccc2)CC1 | 0% | 2%
CC(C)(C)Cc1c(-c2ccc(Cl)cc2)nc2ccc(Cl)cn12 | 6% | -2%
O=C(CCn1cccn1)N1CCCC(Nc2ccc(F)c(F)c2)C1 (configuration not stated) | 1% | 19%
C[C@@H]1CN([C@@H](C)CO)C(=O)CCCn2nncc2CO[C@@H]1CN(C)S(=O)(=O)c1ccc(Oc2ccccc2)nc1 | 6% | 8%
COc1ccc(CCN2CC(C(=O)N(C)Cc3ccccn3)CCC2=O)cc1 (configuration not stated) | -5% | 2%
COc1ccc(CN2C(=O)C(CC(=O)NCCCCc3ccccc3)CC(C(=O)N3CCOCC3)=C2C)cc1 (configuration not stated) | 9% | 15%
COc1ccc(Cn2ccnc2SCC(=O)Nc2ccc(F)cc2F)cc1 | -10% | -1%
O=C(NNC(=O)c1ccccc1-n1cccc1)c1cccnc1 | -1% | 25%
CC1CCCCC1NC(=O)CSc1nnc(-c2ccco2)n1N (configuration not stated) | 1% | -1%
C[C@@H]1CN([C@H](C)CO)C(=O)CCCn2nncc2CO[C@H]1CN(C)Cc1ccc(C(=O)O)cc1 | -2% | 2%
CCc1cc(C(=O)NC2CCCc3c2cnn3-c2ccc(F)cc2F)no1 (configuration not stated) | -4% | 0%
O=S(=O)(c1ccc(Cl)cc1)N1CCN(c2nc(C(F)(F)F)nc3ccccc23)CC1 | 3% | -8%
CCCCN(C(=O)COC(=O)C1(c2ccccc2)CC1)c1c(N)n(CCC)c(=O)[nH]c1=O | 7% | 0%
CCCN(CC1CC1)C(=S)NC(=O)c1ccccc1C | 2% | 18%

Grouped by structure, those above containing a thiophene ring, fused or not.
Structure | PGK inhibitor | GLS inhibitor
CC(C)CN(C(=O)COC(=O)c1cccs1)c1c(N)n(Cc2ccccc2)c(=O)[nH]c1=O | 5% | -3%
CCN(CC)S(=O)(=O)c1ccc(N2CCOCC2)c(NS(=O)(=O)c2ccc(Cl)s2)c1 | i | 23%
Cc1ccc(C(=O)OCC(=O)NC2CCCC(C)C2C)s1 (configuration not stated) | -12% | -1%

Continued.
Structure | PGK inhibitor | GLS inhibitor
C[C@@H]1CN([C@H](C)CO)C(=O)CCCn2nncc2CO[C@H]1CN(C)C(=O)CCC(F)(F)F | -7% | -12%
Cc1ccc(Cl)cc1NCN1C(=O)c2ccccc2C1=O | -6% | 1%
Cc1c(Cl)ccc(S(=O)(=O)N2CCN(C)CC2)c1Cl | 0% | 2%
COc1ccc(-c2ccc(CN3C(C(C)C)C(=O)N(Cc4cn(CC5CCCCC5)nn4)CCS3(=O)=O)cc2)cc1OC (configuration not stated) | -4% | 1%
Cc1cccc(OC(=O)c2ccc3c(=O)n4c(nc3c2)CCC4)c1 | 2% | -1%
Cc1ccc(S(=O)(=O)N(C)CC(=O)N(C)CCOc2ccccc2)cc1 | -9% | -3%
COc1cccc(/C=C/C(=O)OCC(=O)c2ccc(Br)cc2)c1 | -10% | -1%
O=C(Nc1ccc2c(c1)[C@@H]1C[C@@H](CC(=O)N3CCCCC3)O[C@@H](CO)[C@@H]1O2)NC1CCCCC1 | -10% | 5%
CCCCCCN1C[C@H](n2cc(-c3ccc(F)cc3)nn2)[C@@H](O)C[C@@H]1c1ccc(C)cc1 | -2% | -6%
CCN(CC)C(=O)C(c1ccccc1)S(=O)(=O)N1CCOCC1 (configuration not stated) | 0% | 2%
CC1NC(=O)c2cc3ccccc3cc2-n2c1nc1cc(F)ccc1c2=O (configuration not stated) | 8% | 3%

An excerpt. The share of hits here may be higher or lower than overall.
